Assay outcomes: PubChem BioAssay, The Scripps Research Institute Molecular Screening Center
PAD4 FP inh: blocks human protein arginine deiminase 4; AID 485272; recombinant PAD4, RCA probe fluorescence polarization; 330,000 tested, 0.41% active; inhibition, % at 6.36 µM;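 active = percent inhibition above a cutoff equal to the mean of all tested compounds plus 3 SD, cut at about 15% in these data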;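 note: 0% = PAD4 with RCA probe and DMSO and 100% = probe without PAD4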
PME-1 inh: PME-1 (human) inhibition; recombinant PME-1, FP-Rh probe fluorescence polarization; inhibition, % at 5.9 µM; 320,000 tested, 0.53% active;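 active = inhibition above the campaign mean of all compounds plus 3 SD, cut at about 26% in these data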;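 note: competitive labeling of PME-1 active site by serine hydrolase directed probe; 0% = PME-1 with DMSO and 100% = wells lacking PME-1 enzyme; inhibitors block probe labeling so polarization falls and inhibition rises; many of its hits are not listed in these tables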
Target sequence (Q9Y570 whole entry, looked up): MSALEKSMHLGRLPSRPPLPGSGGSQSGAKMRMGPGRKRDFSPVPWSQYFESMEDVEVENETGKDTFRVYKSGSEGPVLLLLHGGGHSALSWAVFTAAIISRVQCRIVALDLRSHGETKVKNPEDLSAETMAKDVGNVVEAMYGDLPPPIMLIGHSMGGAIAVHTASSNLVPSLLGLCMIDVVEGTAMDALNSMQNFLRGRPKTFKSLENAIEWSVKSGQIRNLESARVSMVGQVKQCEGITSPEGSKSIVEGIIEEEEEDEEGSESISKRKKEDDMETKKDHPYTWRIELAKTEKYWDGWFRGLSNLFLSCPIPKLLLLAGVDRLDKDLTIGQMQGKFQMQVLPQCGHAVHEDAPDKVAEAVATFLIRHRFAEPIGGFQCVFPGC
LYPLA2 inh: counter-screen for PME1 inhibitors: inhibitors of human LYPLA2. recombinant LYPLA2, FP-Rh probe fluorescence polarization. inhibition, % at 5.9 µM. 320,000 tested, 0.38% active. AID 2177;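 active = inhibition above the screen-wide mean plus 3 SD, limit set per campaign, cut at about 26% in these data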;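 note: 0% = LYPLA2 with DMSO and 100% = wells lacking LYPLA2 enzyme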
LYPLA1 inh: blocks human lysophospholipase 1, a PME1 counter-screen; O75608; recombinant LYPLA1, FP-Rh probe fluorescence polarization; inhibition, % at 5.9 µM; 320,000 tested, 0.16% active;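 active = inhibition above the mean of all tested compounds plus 3 SD, set per campaign, cut at about 14% in these data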;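 note: inhibitors block serine hydrolase probe labeling of LYPLA1 so polarization falls; 0% = enzyme with DMSO and 100% = wells lacking LYPLA1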
PAFAH1B2 inh: inhibitors of human PAFAH1B2. recombinant PAFAH1B2, FP-rhodamine activity probe, fluorescence polarization. AID 492953. inhibition, % at 3.39 µM. 340,000 tested, 1.2% active;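 active = inhibition above the mean of all tested compounds plus 3 SD, cut at about 24% in these data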;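 note: 0% = enzyme with DMSO and 100% = wells lacking PAFAH1B2; many of its hits are not listed in these tables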
PAFAH1B3 inh: blocks human PAF acetylhydrolase 1B catalytic subunit 3; Q15102; recombinant PAFAH1B3, FP-rhodamine probe, fluorescence polarization; inhibition, % at 3.39 µM; 340,000 tested, 0.28% active; AID 492972;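 active = inhibition above the screen-wide average of all tested compounds plus 3 SD, cut at about 25% in these data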;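 note: 0% = enzyme with DMSO only and 100% = wells lacking PAFAH1B3 protein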
Target sequence (Q15102 whole entry, looked up): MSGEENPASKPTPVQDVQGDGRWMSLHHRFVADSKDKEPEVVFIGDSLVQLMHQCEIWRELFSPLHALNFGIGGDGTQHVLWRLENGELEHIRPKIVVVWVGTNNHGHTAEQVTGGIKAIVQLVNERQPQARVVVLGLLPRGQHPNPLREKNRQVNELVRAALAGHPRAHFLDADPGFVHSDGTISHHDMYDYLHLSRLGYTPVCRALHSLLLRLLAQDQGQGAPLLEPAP
PAFAH2 inh: inhibitors of human PAFAH2; Q99487; recombinant PAFAH2, FP-rhodamine activity probe, fluorescence polarization; inhibition, % at 3.39 µM; 340,000 tested, 0.99% active; AID 492956;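 active = inhibition above the mean over all tested compounds plus 3 SD, cut at about 30% in these data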;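 note: inhibitors block probe labeling of enzyme so polarization drops; 0% = enzyme with DMSO and 100% = wells lacking PAFAH2 protein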
GSTO1 counter: blocks human GSTO1 in RBBP9 counter-screen. P78417. recombinant GSTO1, activity-based probe fluorescence polarization. inhibition, % at 5.96 µM. 300,000 tested, 1.1% active;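 active = inhibition above the campaign mean inhibition plus 3 SD, cut at about 35% in these data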;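 note: 0% = GSTO1-1 with DMSO and 100% = wells lacking GSTO1-1 enzyme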
Target sequence (P78417 whole entry, looked up): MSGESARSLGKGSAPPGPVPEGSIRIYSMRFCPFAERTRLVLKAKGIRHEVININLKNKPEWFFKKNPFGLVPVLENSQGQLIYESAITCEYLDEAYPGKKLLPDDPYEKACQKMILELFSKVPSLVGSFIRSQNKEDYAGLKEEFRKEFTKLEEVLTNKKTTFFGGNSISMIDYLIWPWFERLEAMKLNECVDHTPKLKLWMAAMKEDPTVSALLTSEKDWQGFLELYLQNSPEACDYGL
pPAFAH FP inh: pPAFAH (human) enzyme inhibition; recombinant pPAFAH, FP-rhodamine probe fluorescence polarization; Q13093; inhibition, % at 3.39 µM; 330,000 tested, 1.5% active;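 active = inhibition above the mean inhibition across the screen plus 3 SD, cut at about 25% in these data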;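 note: inhibitors block binding of the rhodamine activity-based probe so polarization drops; 0% = enzyme with DMSO and 100% = wells lacking pPAFAH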
Starred values were filed as active, the others as inactive. An excerpt (hit frequency here may not be typical).

What do the screens show for `CCN(CC(=O)Nc1ccccc1C(=O)Nc1ccccc1)Cc1nc2ccccc2c(=O)[nH]1`?
PAD4 FP inh: 0; PME-1 inh: -2; LYPLA2 inh: 0; LYPLA1 inh: -4; PAFAH1B2 inh: 2; PAFAH1B3 inh: 14; PAFAH2 inh: 5; GSTO1 counter: -11; pPAFAH FP inh: 4

What do the screens show for `COc1ccc(-c2cc(C(=O)N(C)Cc3nc4ccccc4c(=O)[nH]3)c3ccccc3n2)cc1OC`?
PAD4 FP inh: -6; PAFAH1B2 inh: 7; PAFAH1B3 inh: 2; PAFAH2 inh: -5; pPAFAH FP inh: -6

How did COc1ccc(C(=O)C2CCCN(Cc3cccn3-c3ccccn3)C2)c(C)c1 (stereo not given) do in these assays?
PAD4 FP inh: 0; PME-1 inh: -3; LYPLA2 inh: -2; LYPLA1 inh: 0; PAFAH1B2 inh: 7; PAFAH1B3 inh: 6; PAFAH2 inh: 4; GSTO1 counter: -7; pPAFAH FP inh: 8

How did CNc1oc(Cc2cccc3ccccc23)nc1C#N do in these assays?
PAD4 FP inh: -5; PME-1 inh: -5; LYPLA2 inh: 0; LYPLA1 inh: -7; PAFAH1B2 inh: 3; PAFAH1B3 inh: 3; PAFAH2 inh: -5; GSTO1 counter: 3; pPAFAH FP inh: 5

What do the screens show for `CCOC(=O)C1=C(C(F)(F)F)Nc2ncnn2C1c1cccc(OC)c1OC` (stereo not given)?
PAD4 FP inh: -1; PME-1 inh: -3; LYPLA2 inh: 8; LYPLA1 inh: 1; PAFAH1B2 inh: 4; PAFAH1B3 inh: 11; PAFAH2 inh: 2; GSTO1 counter: 8; pPAFAH FP inh: 2

Results for Cc1cc(C)c(C)c(OCCOCCNCc2ccccc2)c1 ?
PAD4 FP inh: -2; PME-1 inh: -7; LYPLA2 inh: 2; LYPLA1 inh: 2; PAFAH1B2 inh: 2; PAFAH1B3 inh: 4; PAFAH2 inh: 7; GSTO1 counter: -1; pPAFAH FP inh: -5

Results for CCCCC(CCC(=O)O)(C(=O)OCC)c1csc(Nc2ccc(OCC)cc2)n1 (stereo not given) ?
PAD4 FP inh: 2; PME-1 inh: -3; LYPLA2 inh: 5; LYPLA1 inh: 0; PAFAH1B2 inh: 6; PAFAH1B3 inh: 11; PAFAH2 inh: 2; GSTO1 counter: 15; pPAFAH FP inh: 6

How did Cc1c(CCO)c(=O)n(-c2ccccc2)n1S(=O)(=O)c1ccc([N+](=O)[O-])cc1 do in these assays?
PAD4 FP inh: -4; PME-1 inh: 0; LYPLA2 inh: 1; LYPLA1 inh: 0; PAFAH1B2 inh: 5; PAFAH1B3 inh: 11; PAFAH2 inh: 7; GSTO1 counter: -7; pPAFAH FP inh: 5

Results for CCCN(C(=O)c1ccc(OCC(C)C)cc1)c1c(N)n(Cc2ccccc2)c(=O)[nH]c1=O ?
PAD4 FP inh: -1; PME-1 inh: 4; LYPLA2 inh: 5; LYPLA1 inh: 0; PAFAH1B2 inh: -1; PAFAH1B3 inh: 10; PAFAH2 inh: -8; GSTO1 counter: 4; pPAFAH FP inh: 4

How did O=C(CNC(=O)c1cccs1)OCC(=O)c1ccccc1 do in these assays?
PAD4 FP inh: 0; PME-1 inh: -8; LYPLA2 inh: -2; LYPLA1 inh: -1; PAFAH1B2 inh: -3; PAFAH1B3 inh: 6; PAFAH2 inh: 1; GSTO1 counter: 2; pPAFAH FP inh: 1

How did Cc1c(Br)cc(-c2nnco2)cc1Br do in these assays?
PAD4 FP inh: 1; PME-1 inh: 5; LYPLA2 inh: -3; LYPLA1 inh: 1; PAFAH1B2 inh: -2; PAFAH1B3 inh: 4; PAFAH2 inh: 3; GSTO1 counter: 8; pPAFAH FP inh: -2

What do the screens show for `CSC1=N/C(=C/c2ccc(-n3cncn3)cc2)C(=O)N1`?
PAD4 FP inh: -31; PME-1 inh: -3; LYPLA2 inh: -3; LYPLA1 inh: 0; PAFAH1B2 inh: 4; PAFAH1B3 inh: -4; PAFAH2 inh: 3; GSTO1 counter: 3; pPAFAH FP inh: -3

What do the screens show for `Cc1nc(-c2ccc(NS(=O)(=O)c3ccccc3)cc2)cs1`?
PAD4 FP inh: 3; PME-1 inh: 1; LYPLA2 inh: -13; LYPLA1 inh: -2; PAFAH1B2 inh: 0; PAFAH1B3 inh: -4; PAFAH2 inh: 1; GSTO1 counter: 6; pPAFAH FP inh: 8

Results for Cc1ccc(N(C(=O)c2sc(C)nc2C)C(C(=O)NCc2ccco2)c2ccccc2)cc1 (stereo not given) ?
PAD4 FP inh: -3; PME-1 inh: 3; LYPLA2 inh: 2; LYPLA1 inh: -2; PAFAH1B2 inh: 9; PAFAH1B3 inh: 0; PAFAH2 inh: 2; GSTO1 counter: 11; pPAFAH FP inh: 5

What do the screens show for `Cc1ccsc1/C=C(\C#N)C(=O)NCCCN1CCOCC1`?
PAD4 FP inh: -7; PME-1 inh: -3; LYPLA2 inh: 1; LYPLA1 inh: 1; PAFAH1B2 inh: 2; PAFAH1B3 inh: 4; PAFAH2 inh: 5; GSTO1 counter: -10; pPAFAH FP inh: 5

Results for COc1cc(SC)ccc1C(=O)NNC(=O)C1COc2ccccc2O1 (stereo not given) ?
PAD4 FP inh: -9; PAFAH1B2 inh: 0; PAFAH1B3 inh: 16; PAFAH2 inh: 5; pPAFAH FP inh: 5

How did Cc1c(-c2ccccc2)c(=O)oc2cc(O)ccc12 do in these assays?
PAD4 FP inh: 2; PME-1 inh: 2; LYPLA2 inh: 3; LYPLA1 inh: -1; PAFAH1B2 inh: 4; PAFAH1B3 inh: 1; PAFAH2 inh: 3; GSTO1 counter: 6; pPAFAH FP inh: 2

Results for Cc1c(C(=O)NN2CCOCC2)oc2ccccc12 ?
PAD4 FP inh: 1; PME-1 inh: 4; LYPLA2 inh: -1; LYPLA1 inh: 1; PAFAH1B2 inh: -2; PAFAH1B3 inh: 2; PAFAH2 inh: -3; GSTO1 counter: 12; pPAFAH FP inh: 6

How did CC(Oc1ccccc1F)C(=O)NNC(=O)c1cc2ccccc2o1 (stereo not given) do in these assays?
PAD4 FP inh: -2; PME-1 inh: -2; LYPLA2 inh: 9; LYPLA1 inh: -4; PAFAH1B2 inh: 1; PAFAH1B3 inh: 0; PAFAH2 inh: 1; GSTO1 counter: 0; pPAFAH FP inh: 4

Results for COc1ccc(CC2=CC(=O)c3ccccc3C2=O)cc1 ?
PAD4 FP inh: -10; PME-1 inh: 12; LYPLA2 inh: 0; LYPLA1 inh: -3; PAFAH1B2 inh: 8; PAFAH1B3 inh: 10; PAFAH2 inh: 3; GSTO1 counter: 67*; pPAFAH FP inh: 12

The last 2 compounds of the section before come first, to join the parts.
How did CC(Oc1ccccc1F)C(=O)NNC(=O)c1cc2ccccc2o1 (stereo not given) do in these assays?
PAD4 FP inh: -2; PME-1 inh: -2; LYPLA2 inh: 9; LYPLA1 inh: -4; PAFAH1B2 inh: 1; PAFAH1B3 inh: 0; PAFAH2 inh: 1; GSTO1 counter: 0; pPAFAH FP inh: 4

Results for COc1ccc(CC2=CC(=O)c3ccccc3C2=O)cc1 ?
PAD4 FP inh: -10; PME-1 inh: 12; LYPLA2 inh: 0; LYPLA1 inh: -3; PAFAH1B2 inh: 8; PAFAH1B3 inh: 10; PAFAH2 inh: 3; GSTO1 counter: 67*; pPAFAH FP inh: 12

Results for CN(CC(=O)Nc1ccc(F)cc1)C(=O)c1ccc(N2C(=O)CCC2=O)cc1 ?
PAD4 FP inh: 4; PME-1 inh: -7; LYPLA2 inh: 7; LYPLA1 inh: 3; PAFAH1B2 inh: 8; PAFAH1B3 inh: 11; PAFAH2 inh: 0; pPAFAH FP inh: -1

How did COc1ccc(NS(=O)(=O)c2cc(NC(=O)c3cnc(C)cn3)ccc2N2CCCC2)cc1 do in these assays?
PAD4 FP inh: -6; PME-1 inh: 2; LYPLA2 inh: 8; LYPLA1 inh: 5; PAFAH1B2 inh: 5; PAFAH1B3 inh: 1; PAFAH2 inh: -10; GSTO1 counter: -4; pPAFAH FP inh: 14

Results for COc1ccc(NC(=O)C(=O)N2N=C3CCCCC3C2(O)C(F)(F)F)cc1 (stereo not given) ?
PAD4 FP inh: 0; PME-1 inh: -1; LYPLA2 inh: -4; LYPLA1 inh: -2; PAFAH1B2 inh: 1; PAFAH1B3 inh: 4; PAFAH2 inh: 3; GSTO1 counter: 8; pPAFAH FP inh: 4

What do the screens show for `COc1ccc(C(=O)NC(=S)NNC(=O)CCc2ccccc2)cc1`?
PAD4 FP inh: 2; PME-1 inh: 5; LYPLA2 inh: -4; LYPLA1 inh: -1; PAFAH1B2 inh: 3; PAFAH1B3 inh: 12; PAFAH2 inh: -4; GSTO1 counter: -3; pPAFAH FP inh: 4

What do the screens show for `Cc1cc(C)c(NC(=O)CNC(=O)c2ccc(-n3cncn3)c([N+](=O)[O-])c2)c(C)c1`?
PAD4 FP inh: 0; PME-1 inh: 2; LYPLA2 inh: 18; LYPLA1 inh: 6; PAFAH1B2 inh: 3; PAFAH1B3 inh: 0; PAFAH2 inh: -6; GSTO1 counter: 4; pPAFAH FP inh: -2

How did Oc1ccc(/C=N/Nc2ccc(C(F)(F)F)cn2)c(O)c1 do in these assays?
PAD4 FP inh: 2; PME-1 inh: 37*; LYPLA2 inh: -1; LYPLA1 inh: -6; PAFAH1B2 inh: 5; PAFAH1B3 inh: 19; PAFAH2 inh: 4; GSTO1 counter: 1; pPAFAH FP inh: 19

How did COc1cccc(CNC(=O)c2ccccc2-c2ccccc2)c1 do in these assays?
PAD4 FP inh: -7; PME-1 inh: 4; LYPLA2 inh: -3; LYPLA1 inh: 2; PAFAH1B2 inh: 3; PAFAH1B3 inh: 2; PAFAH2 inh: 5; GSTO1 counter: 1; pPAFAH FP inh: 2

Results for Cc1ccc(CSc2nnc(SCC(=O)N/N=C/c3ccccc3OCC(=O)O)s2)cc1 ?
PAD4 FP inh: -1; PME-1 inh: 4; LYPLA2 inh: -1; LYPLA1 inh: -3; PAFAH1B2 inh: 22; PAFAH1B3 inh: 7; PAFAH2 inh: -3; GSTO1 counter: 11; pPAFAH FP inh: 14

What do the screens show for `CC(C)OC(=O)C1C2C=CC3(CN(C(C)c4ccc(Br)cc4)C(=O)C13)O2` (stereo not given)?
PAD4 FP inh: 3; PME-1 inh: -3; LYPLA2 inh: -6; LYPLA1 inh: -3; PAFAH1B2 inh: -3; PAFAH1B3 inh: -5; PAFAH2 inh: -5; GSTO1 counter: 3; pPAFAH FP inh: -3

Results for Cc1cnc(C(=O)NCC(c2ccccc2)c2ccccc2)cn1 ?
PAD4 FP inh: -6; PME-1 inh: 2; LYPLA2 inh: -3; LYPLA1 inh: -1; PAFAH1B2 inh: -5; PAFAH1B3 inh: -3; PAFAH2 inh: -4; GSTO1 counter: -2; pPAFAH FP inh: 1

Results for O=C(OCc1nc2ccccc2s1)c1cccc(N2C(=O)CCC2=O)c1 ?
PAD4 FP inh: -1; PME-1 inh: -4; LYPLA2 inh: 1; LYPLA1 inh: -1; PAFAH1B2 inh: 1; PAFAH1B3 inh: 4; PAFAH2 inh: -3; GSTO1 counter: 1; pPAFAH FP inh: 7

What do the screens show for `COC(=O)N1C(=O)[C@](Cc2ccccc2)(c2ccccc2)N1C(=O)OC`?
PAD4 FP inh: 0; PME-1 inh: 8; LYPLA2 inh: 2; LYPLA1 inh: 1; PAFAH1B2 inh: -3; PAFAH1B3 inh: 9; PAFAH2 inh: -4; GSTO1 counter: -6; pPAFAH FP inh: 1
